M1 antag: human CHRM1 antagonism. 360,000 tested, 1.3% active. CHO-K1 hM1, Fluo-8 calcium fluorescence, ACh EC80 antagonist. inhibition, % at 3 µM. P11229;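 active = percent inhibition above its own plate's cutoff, namely the mean of that plate's compound wells plus 3 SD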;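 note: peak over basal fluorescence ratio during 140 s after agonist addition; 0% = ACh EC80 plus DMSO and 100% = DMSO alone without agonist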
Target sequence (P11229 whole entry, looked up): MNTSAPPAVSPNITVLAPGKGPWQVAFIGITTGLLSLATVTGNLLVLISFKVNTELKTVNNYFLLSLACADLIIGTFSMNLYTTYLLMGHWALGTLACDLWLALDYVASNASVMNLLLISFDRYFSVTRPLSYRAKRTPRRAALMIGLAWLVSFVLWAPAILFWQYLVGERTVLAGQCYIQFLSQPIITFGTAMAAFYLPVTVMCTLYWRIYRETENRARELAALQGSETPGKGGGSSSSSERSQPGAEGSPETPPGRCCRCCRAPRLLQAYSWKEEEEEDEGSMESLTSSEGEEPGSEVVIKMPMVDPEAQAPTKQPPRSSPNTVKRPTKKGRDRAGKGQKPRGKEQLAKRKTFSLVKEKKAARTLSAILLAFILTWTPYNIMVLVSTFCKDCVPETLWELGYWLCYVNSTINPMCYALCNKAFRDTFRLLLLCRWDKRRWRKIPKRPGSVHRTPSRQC
M4 ag: agonists of human muscarinic M4 receptor (CHRM4) | P08173 | CHO-K1 hM4/Gqi5, Fluo-8 calcium fluorescence; vehicle 0%, full acetylcholine response 100% | activation, % at 3 µM | 360,000 tested, 0.14% active | AID 624127;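 active = activation above the run mean over all test wells plus 3 SD, cut at about 32% in these data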;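 note: peak over basal fluorescence ratio per well then scaled between controls; 0% = DMSO wells and 100% = acetylcholine at EC100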
Target sequence (P08173 whole entry, looked up): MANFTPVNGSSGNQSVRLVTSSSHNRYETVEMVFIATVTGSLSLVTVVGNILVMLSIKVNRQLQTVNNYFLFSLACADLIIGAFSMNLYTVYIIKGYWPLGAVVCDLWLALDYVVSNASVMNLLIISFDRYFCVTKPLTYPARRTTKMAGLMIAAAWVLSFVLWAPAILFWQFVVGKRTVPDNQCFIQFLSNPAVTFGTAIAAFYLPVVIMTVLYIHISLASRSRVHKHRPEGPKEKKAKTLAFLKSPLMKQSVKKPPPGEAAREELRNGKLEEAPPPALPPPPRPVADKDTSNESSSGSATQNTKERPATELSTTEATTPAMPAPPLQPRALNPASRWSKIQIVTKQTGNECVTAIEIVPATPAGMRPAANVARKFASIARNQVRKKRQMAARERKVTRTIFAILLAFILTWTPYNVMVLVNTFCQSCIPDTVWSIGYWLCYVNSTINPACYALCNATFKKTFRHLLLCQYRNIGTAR
OXTR potentiate: potentiates the human oxytocin receptor response; CHO-OTR cells, Fluo-8 calcium fluorescence, potentiator mode; 0% = oxytocin EC15, 100% = EC100; activation, % at 3 µM; 320,000 tested, 0.061% active; AID 2445;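 active = activation above that plate's cutoff, the mean activation of tested compounds plus 3 SD, cut at about 6.6% in these data, passing the limit was not always enough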;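 note: 100% uses oxytocin at 75 nM as the full agonist control; some results filed as inactive read as strong as hits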
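Material: CHO-OTR cells, human receptor; compound dosing: single dose, 3.0 µM nominal final compound concentration; schedule: 6 min compound pre-incubation at room temperature, 100 s kinetic read; measured by: kinetic Fluo-8 calcium fluorescence; read-out basis: % activation vs EC15 and EC100 oxytocin; controls: EC15 oxytocin alone as 0%, 75 nM oxytocin as 100%; replicates: singlicate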
CHRM1 PAM: human CHRM1 positive allosteric modulation; activation, % at 3 µM; AID 588819; CHO-K1 hM1, Fluo-8 calcium fluorescence, ACh EC20; 0% = ACh EC20, 100% = maximal ACh; 360,000 tested, 0.088% active; in the data active = activation above about 19%, passing the limit was not always enough
CHO parental Ca: counter-screen for OX1R antagonists: effect in parental CHO cells | inhibition, % at 5.6 µM | 330,000 tested, 0.63% active | AID 463079 | parental CHO-K1, ATP-induced calcium, Fluo-8 fluorescence;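 active = inhibition above that plate's mean sample inhibition plus 3 SD, cut at about 26% in these data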;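 note: 0% = ATP-challenged DMSO wells and 100% = DMSO wells without ATP; some compounds past the cut are filed as inactive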
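material = parental CHO cells | also added = ATP as calcium-mobilizing challenge | dosing = single point at 5.6 µM | detection = intracellular calcium via Fluo-8 no-wash fluorescent dye | read-out = % inhibition | benchmarks = low control ATP plus DMSO, high control DMSO only | repeats = one well per compound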
M1 ag parental: counter-screen for M1 agonists: effect in parental CHO-K1 cells | Fluo-8 calcium fluorescence; scaled to maximal ATP response, vehicle zero | 360,000 tested, 0.48% active | activation, % at 3 µM; in the data active = activation above about 15%;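 note: untransfected CHO-K1 host cells lacking M1 receptor as counterscreen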
CHRM4 antagonist: antagonists of human muscarinic M4 receptor (CHRM4). P08173. CHO-hM4 cells, ACh EC80, Fluo-8 calcium fluorescence. inhibition, % at 3 µM. 360,000 tested, 0.73% active. AID 624125;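 active = inhibition above its plate's cutoff, the mean inhibition of sample wells plus 3 SD, cut at about 27% in these data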;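 note: 0% = acetylcholine EC80 with DMSO and 100% = DMSO without agonist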
M1 ag: activates human CHRM1 receptor; activation, % at 3 µM; 360,000 tested, 0.33% active; P11229; CHO-K1 hM1, Fluo-8 calcium fluorescence, agonist mode; 0% DMSO, 100% acetylcholine EC100; AID 588814;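 active = activation above the run's mean compound activation plus 3 SD, cut at about 16% in these data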;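 note: peak over basal fluorescence ratio within a 140 s kinetic read after compound addition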
CHO-K1 Ca antag: M1 antagonist counterscreen hit in parental CHO-K1 cells; 360,000 tested, 0.6% active; AID 602250; inhibition, % at 3 µM; ATP-induced calcium, Fluo-8 fluorescence;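 active = inhibition above a per-plate cutoff, the plate's mean sample inhibition plus 3 SD, cut at about 24% in these data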;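 note: 0% = DMSO plus EC80 ATP and 100% = DMSO alone without ATP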
* hit, by the source's call; . = not tested or not shown.

Values in the order – M1 antag, M4 ag, OXTR potentiate, CHRM1 PAM, CHO parental Ca, M1 ag parental, CHRM4 antagonist, M1 ag, CHO-K1 Ca antag
O=C(O)C1=CCNCC1
→ -22, 0, -4, 2, -7, 0.7, -7, -1, -7
CCN(CC(=O)NC(C)C)Cc1nc2sc3c(c2c(=O)[nH]1)CCC3
→ -9, 0, -12, 2, -9, 0.3, 3, -3, -16
CNCc1ccccc1Sc1cccc(O)c1
→ -1, 5, -6, -6, -4, 1.0, -8, -9, 6
Oc1[nH]c2ccccc2c1N=Nc1c(F)c(F)c(F)c(F)c1F
→ -19, 0, ., 8, ., 1.7, -1, -3, -13
Cn1nc([N+](=O)[O-])c(C(C#N)c2nc3ccccc3n2C)c(Cl)c1=O (stereo not given)
→ 2, 4, -1, 1, -18, 4.0, 1, -2, 13
Cc1c(NC(=O)C2CC(c3c(F)cccc3Cl)=NO2)c(=O)n(-c2ccccc2)n1C (stereo not given)
→ -4, 0, -11, 5, -9, 1.8, 12, -8, -8
CCOc1ccc(-c2csc(N)c2C(=O)OC)cc1
→ 0, 0, -8, 7, -20, 0.3, 7, -6, -5
O=C(N[C@@H]1c2ccccc2CC[C@@H]1OCc1ccccc1)c1ccc(-c2ccccc2)cc1
→ -9, 0, ., 9, -23, 0.1, -20, -1, -18
COc1ccc(/C=C2\CC/C(=C\c3ccc(OC)c(OC)c3)C2=O)cc1OC
→ 3, 4, -11, -2, 13, 2.4, -7, -2, 3
COc1ccc(/C=C/C(=O)OCC(=O)NC2CCCCCCC2)cc1
→ 3, 5, -7, -5, -16, 1.1, -3, -5, -9
COc1ccc(OC)c(/C=C2\Oc3cc(OCC(=O)N4CCC(C(=O)O)CC4)ccc3C2=O)c1
→ 4, 9, 1, -6, 3, 1.3, -12, 0, -1
O=C(Nc1c2c(nn1-c1ccc(F)cc1)CS(=O)(=O)C2)c1ccc(Br)o1
→ -14, 0, -3, 13, -8, 0.0, -13, 0, -15
COc1ccc(-n2c(SCC(=O)NC3CC3)nc3ccccc3c2=O)cc1OC
→ -2, 0, 2, 4, -16, 0.0, -4, -3, -14
O=C(C1=C[C@H](C2CC2)C[C@H](OCc2ccc(CO)cc2)O1)N1CCN(Cc2ccc3c(c2)OCO3)CC1
→ -4, 4, -18, -5, -17, 0.3, -2, -6, 9
CC(NC(=O)c1cc(S(=O)(=O)N2CCCC2)ccc1Cl)c1ccccn1 (stereo not given)
→ -9, 4, -4, 5, -24, 2.8, 6, -4, -16
Cc1cccc2c(SCC(N)=O)nc(-c3ccccc3)nc12
→ -22, 0, 1, 17, -5, 0.7, -2, -1, -15
COc1ccc(OC)c(Nc2nc(-c3c(C)nc4ncccn34)cs2)c1
→ -6, 7, -17, 2, -14, 7.1, 11, -6, -11
CC(C)(C)n1ncc2c(=O)n(Cc3c(F)cccc3Cl)cnc21
→ -4, 4, -17, 0, -10, 1.1, -9, -2, -2
Cc1ccc(N(C(=O)CNC(=O)c2ccco2)C(C(=O)NC2CCCCC2)c2ccncc2)c(C)c1 (stereo not given)
→ -9, 0, -4, 11, -21, 0.7, -13, -4, -10
COc1cc(OC)cc(C(=O)Nc2ccc(Cn3ccnc3)cc2)c1
→ 1, 1, -2, 9, -3, -0.1, -6, -4, -16
Cc1cccn2c(=O)c(/C=N/O)c(Nc3ccccc3F)nc12
→ -10, 1, -14, 8, -13, 0.7, -3, -1, -11
CC(C)(C)OC(=O)C[C@H]1C/C=C\C[C@H](CC(=O)N(CCO)Cc2ccccc2)C(=O)N[C@@H](c2ccccc2)COC1=O
→ 30, 22, -8, -18, -18, 5.6, 0, -4, -5
CNS(=O)(=O)c1ccc(NS(=O)(=O)c2ccccc2F)cc1
→ -19, 1, -3, 15, 15, 0.3, 7, -1, -10
CN1/C(=C\C(=O)c2cccnc2)C(C)(C)c2ccccc21
→ -2, 8, -7, 4, 6, 3.0, 3, -7, -1
CCCCCC(=O)NNC(=S)NC(=O)c1ccccc1[N+](=O)[O-]
→ -22, 3, -16, 15, 3, 2.3, -1, 3, -7
CSc1nnc(CCNS(=O)(=O)c2ccccc2Br)n1C
→ -13, 2, -4, 13, 7, 1.5, -6, -3, -12
Clc1ccc(-c2cn3nc4c(nc3n2)CCCC4)cc1
→ -14, 0, -13, 10, -14, 0.6, -9, -3, -16
CS(=O)(=O)Nc1ccc(C2=NN(C(=O)c3ccco3)C(c3ccccc3)C2)cc1 (stereo not given)
→ -9, -1, -1, 7, -7, -0.1, -11, -1, -8
CCOC(=O)[C@H]1[C@H]2COc3ccc(Cl)cc3[C@@H]2N2C(=O)c3ccc(Cl)cc3NC(=O)[C@@]12C
→ -2, 1, -1, 3, -10, -0.7, 0, -1, -5
CCOC(=O)CCn1c(CC(=O)OCC)nc2ccccc21
→ -4, 0, -6, 1, -20, 0.1, 5, -4, -14
Cc1ccc(N(CC(=O)NCc2ccccc2)C(=O)CCC(=O)Nc2nccs2)cc1
→ -1, 3, -1, 8, -1, 9.1, -5, -4, -3
CCOC(=O)c1c(NC(=O)CSc2nnnn2-c2ccccc2)sc2c1CCC(C)C2 (stereo not given)
→ -3, 0, -7, 8, 16, 0.6, -10, -4, -13
NS(=O)(=O)c1ccc(CNC(=O)NC2(c3ccccc3)CC2)cc1
→ 2, 1, -5, 0, -3, 0.0, -2, 0, 1
CC(C)[C@@H]1COC(c2cccc(C3=N[C@H](C(C)C)CO3)n2)=N1
→ 3, -1, 3, -5, -3, 0.2, -10, -2, 12
C=CCNC(=O)c1c(Br)cnn1-c1ccc(C)cc1
→ -5, 1, -3, 10, 0, 1.1, 3, -11, -8
CCCCNC(=O)C1CC(=O)N(C2CCCC2)C1 (stereo not given)
→ -4, 0, 0, 1, 1, 0.8, 24, -3, -18
O=C(CCNS(=O)(=O)c1ccc(OC(F)(F)F)cc1)N1CCCC1
→ -10, 1, ., 6, ., 1.3, 3, -1, -10
Cc1cccc(NC(=O)c2cnn3ccccc23)c1C
→ -17, 1, -2, 8, -7, 0.3, -3, -2, -14
CNC(=O)NCC12CC3CC(CC(C3)C1)C2
→ -17, 1, -2, 12, -15, 0.8, -11, -2, -23
CC1CC(C)CN(S(=O)(=O)c2cccc3nonc23)C1 (stereo not given)
→ -6, 0, -1, 5, -10, 0.6, 4, -5, -9
O=C(CSc1nc(-c2ccccc2)c(-c2ccccc2)[nH]1)NCC1CCCO1 (stereo not given)
→ -13, 1, -8, 9, -16, 1.0, 8, -3, -6
CCOC(=O)[C@]12CCC=C1N(Cc1ccc3c(c1)OCO3)C(=O)[C@H](CC(=O)NCC13CC4CC(CC(C4)C1)C3)C2
→ ., -1, ., ., ., 0.0, 2, ., 1
Cc1ccc(CSc2nnc(-c3cccc4ccccc34)o2)cc1
→ -1, 1, -4, 5, -22, 1.1, 6, 0, -18
CCOc1ccccc1NC(=O)COC(=O)C1COc2ccccc2O1 (stereo not given)
→ -10, -1, ., 2, ., 0.6, 10, -6, -9
COc1ccccc1/C=C/C=N/n1c(-c2ccc(C)cc2)n[nH]c1=S
→ 9, -1, -6, -6, -22, -0.1, 4, -2, 6
CCCCC1Cc2[nH][nH]c(=O)c2C(c2ccc(Cl)cc2)O1 (stereo not given)
→ ., 0, ., ., ., 0.7, 2, ., -16
CC(=O)Nc1ccc(S(=O)(=O)N2CCSC2)cc1
→ -22, 1, -6, 22, -9, 2.0, -2, -3, -4
COc1ccc2occ(NC(C)=O)c2c1
→ 0, 1, -1, 4, -3, 0.6, 5, -2, -8
Nc1c(C(=O)Nc2ccc3c(c2)OCCO3)nnn1Cc1ccc(F)cc1
→ -2, 3, -11, 2, -5, 2.7, 1, 5, -4
O=C(O)c1ccccc1S(=O)CCO (stereo not given)
→ -2, 0, -2, 5, 1, 0.3, -1, -5, -4
COc1ccc(CCN(C)C2CCCN(S(=O)(=O)C(C)C)C2)cc1OC (stereo not given)
→ -21, 0, -10, 14, -9, 0.4, 18, -7, -5
Clc1cccc(N2CCN(c3ncnc4nc[nH]c34)CC2)c1
→ -11, 3, -5, 6, -2, 1.5, 8, -4, -16
O=C(NC1CCCCCC1)c1ccc(CS(=O)Cc2cccc(Cl)c2)o1 (stereo not given)
→ -12, 2, -10, 6, -31, 1.6, 6, -4, -19
CCCN(CC(=O)Nc1ccccc1C)C(=O)C1CC(=O)N(c2cccc(C)c2C)C1 (stereo not given)
→ -10, 3, -7, 9, -10, 1.5, -6, -1, -2
O=C(O)CCc1ccc(S(=O)(=O)N2CCOCC2)cc1
→ -8, 1, -6, 6, -1, -0.3, -6, -2, -8
CC(C)c1cc2cc3ccc(=O)oc3cc2o1
→ -7, -2, -7, 8, -3, -0.4, 10, -8, -13
COC(=O)c1ccc(OC)c(CN2CCCN(Cc3cc(C)ccc3C)S2(=O)=O)c1
→ 0, -1, -19, 0, 3, 1.2, 1, -4, -17
O=C(CSc1ncn(-c2ccccc2)n1)NCc1ccccc1
→ -13, 0, -3, 7, -5, 0.6, 5, -6, -2
O=c1cc[nH]c2c1ccc1c(=O)cc[nH]c12
→ 2, 0, -7, -3, 1, -0.3, 4, -3, -4
COC(=O)c1ccc(CSc2nc3c(c(=O)n2-c2ccc(C)cc2)SCC3)o1
→ -10, 0, -3, 3, -32, -0.1, -8, -8, -6

(further entries)
Values in the order – M1 antag, M4 ag, OXTR potentiate, CHRM1 PAM, CHO parental Ca, M1 ag parental, CHRM4 antagonist, M1 ag, CHO-K1 Ca antag
O=C(c1cccc(S(=O)(=O)N2CCCCC2)c1)N1CCCCC1
→ -7, 1, -5, 6, -24, 0.8, 8, -1, 7
Cc1cc(OCC(=O)Nc2cc(-c3nn4c(C)nnc4s3)ccc2C)ccc1Cl
→ -8, 2, -7, -2, -17, 0.3, -16, -4, -21
COc1cccc2cc(C(=O)N(C)C)c(=O)oc12
→ -3, 1, -12, 7, -5, 0.4, -2, -2, -8
Cc1ccc(S(=O)(=O)NC(C)C(=O)OCC(=O)Nc2sccc2C(N)=O)cc1 (stereo not given)
→ -18, 1, ., 12, ., -0.2, 2, 0, -5
CCOC(=O)c1sc(S(C)(=O)=O)c2c1CC(C)(C)C/C2=N/O
→ -7, -2, 8, 7, -14, 0.2, 4, -6, -14
CCN(CC)C(=O)CSc1nc(-c2ccccc2)cc(=O)[nH]1
→ -4, 1, -15, 8, -11, 0.2, -14, -1, 0
COc1ccccc1CNS(=O)(=O)c1ccc2c(c1)CC(C)N2C(=O)C1CC1 (stereo not given)
→ 3, 15, -14, -8, -3, 15, -4, 3, -15
O=C(Nc1nnc(-c2ccco2)o1)c1ccc(Cl)s1
→ -8, 0, 1, 5, -2, 0.1, -2, -3, -8
COC(=O)[C@H]1C[C@@]2(O)CN(S(=O)(=O)c3ccc(C)cc3)C[C@@]2(OC(=O)NCC2CCCCC2)C[C@H]1C(=O)OC
→ -17, 1, ., 5, ., 0.1, -6, -5, 15
CC(C)(C)c1ccc(C(O)c2ncc(-c3ccccc3F)[nH]2)cc1 (stereo not given)
→ 6, 4, ., -5, ., 0.1, -7, -3, 6
Cc1ccc(N2CC(C(N)=O)CC2=O)cc1C (stereo not given)
→ -9, 1, -4, 7, -4, -0.4, -1, -3, -10
Cc1nc(C)c(-c2csc(N)n2)s1
→ -8, 3, -9, 5, 5, 0.2, -12, -2, -3
